# ERp5 block – ERp5 (human) disulfide isomerase inhibition; Q15084; ERp5 insulin aggregation, absorbance 650 nm, 90 min; inhibition, % at 9.99 µM; 350,000 tested, 0.05% active;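 active = mean replicate inhibition above about 25%, with every replicate also reaching it, limit read from the data, passing the limit was not always enough; inconclusive = only one of those two criteria met; inactive = neither criterion met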
# S100A4 MyoIIA – blocks human S100A4 binding to myosin IIA peptide. inhibition, % at 10.7 µM. P26447. S100A4/TAMRA-MyoIIA peptide fluorescence polarization. 360,000 tested, 0.14% active. AID 652163;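 active = mean inhibition of at least 70% across replicates, with every replicate also reaching that level; inconclusive = mean inhibition reaches 70% but some replicates fall short; inactive = mean inhibition below 70%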
# Target sequence (P26447 whole entry, looked up): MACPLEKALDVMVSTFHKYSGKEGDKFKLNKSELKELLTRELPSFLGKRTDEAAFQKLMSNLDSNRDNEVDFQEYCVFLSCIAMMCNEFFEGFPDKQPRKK
#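 assay system = human S100A4 monomer with TAMRA-labelled myosin IIA peptide | also added = labelled myosin peptide probe, 5 nM | incubation = 5 min between mix addition and reading | control set = DMSO and TFP controls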
# DENV2 CPE – DENV2-induced cell death inhibition | 350,000 tested, 1.7% active | CPE inhibition, % at 9.99 µM | DENV2-infected cells, cytopathic effect rescue, plate reader; in the data active = CPE inhibition above about 20%, passing the limit was not always enough; inconclusive = no clear call, values can overlap the other calls; tested in BHK-21 cells;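 also: 0% = median of neutral control wells and 100% = median of positive control wells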
# E-sel inducer – induces E-selectin expression in human endothelial cells | P16581 | HUVEC E-selectin immunofluorescence imaging; normalized: neutral wells 0, TNF-alpha wells 100 | activation, % at 7.58 µM | 260,000 tested, 0.37% active | AID 686992;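 active = mean E-selectin-positive cell signal at least 10% of the positive control, reached in at least 60% of replicates, without over 20% cell loss; inconclusive = no rule given, readout overlaps actives, possibly toxicity-flagged; inactive = the rest, including those meeting only one limit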;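 also: in these data hits start at about 27%; measured in HUVEC primary endothelial cells; signal is the percent of cells scored E-selectin positive by PE staining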
# Target sequence (P16581 whole entry, looked up): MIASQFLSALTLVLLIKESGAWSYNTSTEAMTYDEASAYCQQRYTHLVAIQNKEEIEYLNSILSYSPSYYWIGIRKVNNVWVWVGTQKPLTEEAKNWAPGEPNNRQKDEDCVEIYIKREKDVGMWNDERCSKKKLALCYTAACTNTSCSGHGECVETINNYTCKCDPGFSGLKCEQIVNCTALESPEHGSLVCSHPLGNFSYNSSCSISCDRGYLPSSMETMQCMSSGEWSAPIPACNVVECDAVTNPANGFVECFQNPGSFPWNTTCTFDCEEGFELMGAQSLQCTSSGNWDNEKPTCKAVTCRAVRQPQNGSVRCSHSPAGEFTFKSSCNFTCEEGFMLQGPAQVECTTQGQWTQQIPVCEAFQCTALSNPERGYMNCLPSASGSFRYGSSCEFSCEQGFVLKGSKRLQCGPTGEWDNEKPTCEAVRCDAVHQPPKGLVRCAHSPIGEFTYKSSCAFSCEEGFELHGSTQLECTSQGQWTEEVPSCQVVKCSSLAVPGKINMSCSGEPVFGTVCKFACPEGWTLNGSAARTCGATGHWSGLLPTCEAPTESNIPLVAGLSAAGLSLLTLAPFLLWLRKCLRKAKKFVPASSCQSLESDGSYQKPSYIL
#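 System: HUVEC, human umbilical vein endothelial cells; quantity: 3,000 cells/well; buffer or medium: EGM-2 medium, gelatin-coated wells; dosing: single-point compound dose; detection: immunofluorescence imaging; evaluation: % PE-positive cells; benchmarks: TNF-alpha, DMSO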
# Statin myotox sup – suppression of simvastatin myotoxicity | C2C12 myotubes + simvastatin, ATP luminescence, 48 h; scaled: DMSO 0, geranylgeraniol control 100 | rescue of ATP level, % at 7.49 µM | 330,000 tested, 0.78% active;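 active = mean ATP rescue above about 67%, or every replicate alone reaching that limit, limit read from the data, passing the limit was not always enough; inconclusive = no clear call, values can overlap the other calls; inactive = mean under the limit and some replicate under it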;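 also: myotubes were challenged with 10 µM simvastatin during compound exposure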
# SIRT5 inh – sirtuin-5 (human) deacylase inhibition | AID 652115 | 330,000 tested, 1.1% active | Purified SirT5, succinyl-peptide AMC, trypsin-coupled fluorescence | inhibition, % at 15 µM; in the data active = inhibition above about 15%; inconclusive = no clear call, values can overlap the other calls
# Target sequence (Q9NXA8 whole entry, looked up): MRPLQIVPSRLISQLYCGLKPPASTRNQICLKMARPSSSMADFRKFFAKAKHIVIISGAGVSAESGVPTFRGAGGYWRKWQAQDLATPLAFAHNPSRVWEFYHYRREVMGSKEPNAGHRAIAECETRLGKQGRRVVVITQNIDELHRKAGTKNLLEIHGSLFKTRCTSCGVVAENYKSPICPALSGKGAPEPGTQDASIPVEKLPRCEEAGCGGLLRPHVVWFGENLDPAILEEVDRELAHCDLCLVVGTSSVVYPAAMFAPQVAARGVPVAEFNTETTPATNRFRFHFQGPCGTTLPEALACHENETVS
# PglD inh – inhibitors of Campylobacter jejuni PglD acetyltransferase. purified PglD enzyme, DTNB colorimetric CoA detection. inhibition, % at 12.5 µM. 360,000 tested, 0.098% active; in the data active = inhibition above about 16%, passing the limit was not always enough; inconclusive = no clear call, values can overlap the other calls; also: strong numbers were not always called active
# Starred values were filed as active, the others as inactive; ? = inconclusive; . = no result given; & = joins results of further samples. These rows are one share of the data. The share of hits here may be higher or lower than overall.
SMILES,ERp5 block,S100A4 MyoIIA,DENV2 CPE,E-sel inducer,Statin myotox sup,SIRT5 inh,PglD inh
CCN(C[C@@H]1[C@H](c2ccccc2)[C@H](CO)N1C(C)=O)C(=O)c1ccccn1,0,9,-9,-0.1,17,3,-3
COC(=O)[C@]12CCCCC=C1N(Cc1ccccc1)C(=O)[C@H](CC(=O)NCc1cccs1)C2,-2,14,?,.,.,.,.
CCN(C(=O)CSc1ncccn1)C1CCS(=O)(=O)C1 (configuration not stated),5,-6,-6,-1.4,6,-1,1
C[C@H](CO)N1C[C@H](C)[C@@H](CN(C)CC2CC2)Oc2ccc(N(C)C)cc2CC1=O,3,10,20,0.2,38,0,-5
C[C@]12CCC(=O)C[C@@H]1CC[C@@H]1[C@@H]2CC[C@]2(C)[C@@H](C(=O)COC(=O)CCC(=O)O)CC[C@@H]12,2&0,-1&-2,?,0.1,-2&-16,-1&4,0&1
O=C1NCCOC(=O)[C@@H](Cc2ccc(F)cc2)C/C=C\C[C@@H]1CC(=O)N(CCO)Cc1ccccc1,5,-5,0,-0.1,15,-6,-7
Cc1ccc(C)c(NC(=O)C2(C)CCN2C(=O)C(C)C)c1 (configuration not stated),-2,-4,3,0.0,-9,.,3
C[C@H]1CN(c2ccc(Br)cc2)C(=O)[C@@H]1CC(=O)Nc1ccc(Br)cc1,-5,13,-7,0.5,5,0,6
C/C(=N\NC(N)=O)c1cc(Cl)cc(Cl)c1O,-1,-1,-1,.,.,2,-1
C[C@@H]1CCCCO[C@@H](CN(C)Cc2ccccc2)[C@H](C)CN([C@H](C)CO)C(=O)c2cc(NC(=O)CCC(F)(F)F)ccc2O1,2,32,?,-0.3,11,6,-2
Cc1nn(C(C)C(=O)NCc2ccccc2F)c(=O)c2nn(-c3ccccc3)c(C)c12 (configuration not stated),3,-4,-2,.,0,-2,-4
CC(C)C[C@H]1CN=C(Nc2ccccc2)N1CCCC1CCCC1,0,0,-1,0.0,-32,.,-94
COc1ccc(C(=O)NCCNc2ncc(C(F)(F)F)cc2Cl)cc1[N+](=O)[O-],3,-5,-5,.,-6,0,2
C1=CC2(C=C1)OC21CCC2(C=CC3(C2)OC3C2CCCCC2)CC1 (configuration not stated),-3,2,-9,0.1,0,-1,3
COCC#Cc1ccc2c(c1)O[C@H](CN(C)Cc1ccccn1)[C@H](C)CN([C@H](C)CO)S2(=O)=O,0,1,-2,0.1,11,0,-4

# Reprinted at random: five entries already listed
SMILES,ERp5 block,S100A4 MyoIIA,DENV2 CPE,E-sel inducer,Statin myotox sup,SIRT5 inh,PglD inh
CCN(C[C@@H]1[C@H](c2ccccc2)[C@H](CO)N1C(C)=O)C(=O)c1ccccn1,0,9,-9,-0.1,17,3,-3
C[C@@H]1CCCCO[C@@H](CN(C)Cc2ccccc2)[C@H](C)CN([C@H](C)CO)C(=O)c2cc(NC(=O)CCC(F)(F)F)ccc2O1,2,32,?,-0.3,11,6,-2
C1=CC2(C=C1)OC21CCC2(C=CC3(C2)OC3C2CCCCC2)CC1 (configuration not stated),-3,2,-9,0.1,0,-1,3
Cc1nn(C(C)C(=O)NCc2ccccc2F)c(=O)c2nn(-c3ccccc3)c(C)c12 (configuration not stated),3,-4,-2,.,0,-2,-4
COc1ccc(C(=O)NCCNc2ncc(C(F)(F)F)cc2Cl)cc1[N+](=O)[O-],3,-5,-5,.,-6,0,2

# Next results follow.
SMILES,ERp5 block,S100A4 MyoIIA,DENV2 CPE,E-sel inducer,Statin myotox sup,SIRT5 inh,PglD inh
COc1ccc(OC)c(Nc2nc(NCCCN(C)C)nc(N)c2[N+](=O)[O-])c1,0,2,4,-0.3,.,-3,3
COc1ccc(OC)c(-n2c(=S)[nH]c3cc(C(=O)N(C)Cc4ccccc4)ccc3c2=O)c1,1,-2,11,.,.,-1,.
O=C(COc1ccc(Br)cc1)NNC(=S)NCc1ccccc1,2,6,3,.,-1,4,5
CC(NC(=O)CCC(=O)NCc1ccc(F)cc1)c1ccccc1 (configuration not stated),0,-5,6,0.5,0,-6,1
Cc1ccc(/C=N/N(Cc2ccccc2)c2ccccc2)o1,5,-1,1,.,.,-3,.
O=C(Nc1ccc(Cl)cc1)N[C@H]1CC[C@H](CCn2cc(C3(O)CCCC3)nn2)O[C@H]1CO,-6,3,4,13,-4,0,3
NS(=O)(=O)c1ccc(CCNC(=O)COC(=O)Cc2ccc([N+](=O)[O-])cc2)cc1,-1,-1,3,.,3,-2,3
C[C@H]1CN([C@@H](C)CO)C(=O)Cc2cc(NC(=O)Nc3cccc4ccccc34)ccc2O[C@H]1CN(C)C(=O)Nc1ccc(C(F)(F)F)cc1,3,-3,-5,0.5,11,2,1
CNC(=S)Nc1ccc(OC(F)(F)F)cc1,7,-8,-2,5.3,6,-2,1
Cc1ccc(NC(=O)C(OC(=O)c2ccc(F)cc2)c2ccccc2)cc1Cl (configuration not stated),-4,-2,2,0.0,.,-7,19
CS(=O)(=O)Nc1nc2n(n1)C(c1ccc(F)cc1)CC(c1ccccc1)N2 (configuration not stated),13,12,0,1.8,-3,-1,3
Cc1noc(C)c1NC(=O)Nc1ccc2c(c1)C(=O)N([C@@H](C)CO)C[C@@H](C)[C@@H](CN(C)Cc1ccc(Oc3ccccc3)cc1)O2,-1,3,-7,1.0,-22,1,-1
CC(=O)Nc1nc2c(s1)C(=O)NCC(C)(C)C2,-1,-1,15,0.1,.,-2,2
COc1ccccc1CNC(=O)CCNS(=O)(=O)c1cccc2nonc12,-5,20,3,.,-1,-7,-10
CCCCNC(=O)c1onc(CSc2ccccn2)c1C(=O)NCCCC,.,.,.,-0.1,-2,.,4
COc1ccc(OCCCC(=O)N(C)CC(=O)Nc2ccccc2Cl)cc1,4,-20,-13,-1.2,1,0,2
COc1ccc(NC(=O)Nc2ccc3c(c2)C(=O)N([C@@H](C)CO)C[C@@H](C)[C@@H](CN(C)S(=O)(=O)c2ccc(C)cc2)OCCCC[C@@H](C)O3)cc1,-5,2,11,1.2,.,3,-4
COC(=O)c1c(NC(=O)C(=O)N2CCOCC2)sc2c1CCC2,11,-4,-7,.,-5,-2,4
COc1ccc(C(=O)C2CCCN(C(=O)c3cc(C(C)C)no3)C2)cc1F (configuration not stated),-3,6,3,0.2,.,-3,.
COc1ccc(C(CNC(=O)c2cccc(NS(=O)(=O)c3ccccc3)c2)N(C)C)cc1 (configuration not stated),1,-8,8,.,-4,3,5
Cc1ccc(C)c(S(=O)(=O)Nc2ccc(C(=O)NCC(c3ccco3)N3CCCCC3)cc2)c1 (configuration not stated),2,-13,-5,.,-1,3,4
CN(Cc1c(C(=O)N/N=C/c2ccccc2F)nnn1-c1nonc1N)c1ccccc1,-6,-3,0,.,-7,-1,2
C/C(=N/Nc1ncc(C(F)(F)F)cc1Cl)c1ccncc1,17,1,3,.,.,.,0
CCOC(=O)[C@]12CCC=C1N(Cc1ccco1)C(=O)[C@H](CC(=O)NCc1ccc(OC)c(OC)c1)C2,-1,-2,-1,-0.1,.,-5,.
C[C@@H]1CN([C@H](C)CO)C(=O)Cc2cc(NC(=O)Cc3cn(C)c4ccccc34)ccc2O[C@H]1CN(C)Cc1ccc2c(c1)OCO2,-2,-4,51*,.,79*,2,2
CC(C)Cn1c(N)c(C(=O)COC(=O)c2cccn2C)c(=O)n(C)c1=O,0,-1,7,.,-2,-7,1
O=C(C[C@H]1C=C[C@@H](NC(=O)c2ccc3c(c2)OCO3)[C@@H](CO)O1)NCc1ccc(Cl)cc1,.,-4,12,0.6,.,2,.
C/C(=C\CNc1ncnc2nc[nH]c12)CO,-1,-18,-20,.,12,-1,0
O=C(O)c1ccccc1C(=O)Nc1ccc(Oc2ccccc2)cc1,1,-4,-3,-0.4,.,-2,-4
CCOC(=O)c1ccc(NC(=O)C2CC(O)CN2S(=O)(=O)c2ccc(C)cc2)cc1 (configuration not stated),-1,-4,-4,-0.1,2,0,2
N#Cc1c(Nc2ccccc2)c(C=O)c[nH]c1=O,0,1,-5,-0.2,.,1,.
CC(=O)N(C)C[C@@H]1Oc2cc(C#CC3CCCC3)ccc2S(=O)(=O)N([C@H](C)CO)C[C@H]1C,3,8,4,0.2,28,5,2
O=C(c1oc(=O)c2ccccc2c1-c1ccccc1)N1CCC(O)CC1,1,-2,5,.,-3,.,-2
CCN=c1scc(C)n1/N=C/c1cc(Br)c(O)c(OC)c1,7,-1,7,-3.7,.,1,.
Cc1cc(S(=O)(=O)NC2CCCCC2)ccc1-n1cnnn1,?,5,-2,0.9,-7,4,0
CC1=CN2C(c3cccc([N+](=O)[O-])c3)=NON(c3ccc(C)cn3)C2C=C1 (configuration not stated),4,8,2,-0.2,-6,.,3
CCc1nc2ccc(C(=O)N(C)Cc3ccccc3)cn2c1N(C)Cc1ccc(OC)cc1,2,0,1,-0.1,-58,1,0
Cc1ccc(Cn2c(C)c3cnn(CC(=O)NC4CCCC4)c(=O)c3c2C)cc1,5,9,-21,-2.3,8,-5,-1
O=C(NC1CC2CCCC(C1)N2C(=O)Nc1ccccc1Cl)C1CC1 (configuration not stated),-1,4,-3,.,8,0,2
COc1ccccc1NC(=O)N[C@H]1CC[C@@H](CCNS(=O)(=O)c2ccc(Cl)cc2)O[C@@H]1CO,3,9,0,0.1,5,1,2
Cn1c(N)c(C(=O)COC(=O)/C=C/c2ccc(Cl)c(Cl)c2)c(=O)n(C)c1=O,-3,.,4,-0.2,-8,.,6
CCCCNC(=O)CSc1nc(N)c(C(=O)Nc2ccc(OC)cc2)s1,-4,-9,12,-0.1,.,-2,.
CC(C)NC(=O)N1[C@@H](CO)[C@@H](c2ccccc2)C12CN(Cc1ccccc1)C2,-1,-5,28*,0.0,.,-1,.
COC(=O)[C@]12C[C@H](CC(=O)NCc3cccs3)C(=O)N(CCC3=CCCCC3)C1=C[C@H](C(C)(C)C)O[C@@H]2C,10,2,-1,-0.1,.,.,.
O=C(Cc1ccccc1)N1CC[C@H]2[C@H](CO)Nc3ccc(-c4ccccc4)cc3[C@H]21,0,6,3,1.3,7,1,-4
C=CC[N@@+]12CC[C@]34c5ccccc5N5/C=C6\C7N(/C=C(\C53)[C@@H](C[C@@H]41)/C(=C/CO)C2)c1ccccc1[C@@]71CC[N@@+]2(CC=C)C/C(=C\CO)[C@@H]6C[C@@H]12 (some centres not stated),-1,2,0,1.8,1,0,-6
C[C@@H]1CN([C@@H](C)CO)C(=O)c2cccc(NC(=O)c3ccncc3)c2O[C@@H]1CN(C)S(=O)(=O)c1ccc(Cl)cc1,1,-8,?,.,73*,0,0
COc1ccc(S(=O)(=O)N2CCCCN3[C@H](C2)[C@H](c2ccc(C#CC(C)C)cc2)[C@@H]3CO)cc1,3,6,10,-0.7,29,16*,0
O=C(N/N=C/c1ccc(OC2CSC2)cc1)c1ccc(CN2CCOCC2)cc1,4,0,3,0.0,.,28*,.
CCOC(=O)C1=C(N)Oc2c(c(=O)[nH]c3ccccc23)C1c1ccccc1 (configuration not stated),.,-6,.,.,2,.,7
N#CC1(NC(=O)COC(=O)c2ccccc2[N+](=O)[O-])CCCCC1,-2,-7,5,-0.2,8,-3,5
CO[C@@H]1CN(C)C(=O)c2cc(NS(C)(=O)=O)ccc2OC[C@H](C)N(Cc2cocn2)C[C@H]1C,6,2,10,0.7,.,.,.
CC1=C(CC(=O)O)c2cc(F)ccc2/C1=C/c1ccc(S(C)=O)cc1 (configuration not stated),-3,1,0,-2.1,7,1,2
CCC(=O)N1Cc2cc(C(=O)NCC(F)(F)F)nc(-c3cccc(-c4cncnc4)c3)c2[C@@H]1CCO,1,-6,1,.,.,-2,.
CC1CC1C(=O)OCC(=O)Nc1cccc(Br)c1 (configuration not stated),0,2,4,.,19,-2,1
COc1ccc(C(=O)n2c(C)c(CCO)c(=O)n2C)cc1,-6,3,-2,.,.,-1,.
O=C(C[C@@H]1CC[C@H](NC(=O)Cc2cccnc2)[C@H](CO)O1)NCc1ccc2c(c1)OCO2,0,-12,-6,-0.2,0,0,1

# Assay outcomes from PubChem.
